Screening data deposited in PubChem by Emory University Molecular Libraries Screening Center.
PGE2 EP2 inh – human EP2 receptor antagonists, primary screen, TR-FRET cAMP, C6 glioma cells. Prostaglandin E2 receptor EP2 subtype (Homo sapiens), P43116. C6 glioma cells expressing human EP2; cells stimulated with saturating PGE2. inhibition, % at 25 µM. 260,000 compounds, 0.52% hits. AID 1422, 2008;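 active = percent inhibition above 40 after rounding to a whole number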;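 also: rat C6 glioma host cells with rolipram phosphodiesterase inhibitor present; the protocol text gives 20 µM as final concentration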
Target sequence (P43116 whole entry, looked up): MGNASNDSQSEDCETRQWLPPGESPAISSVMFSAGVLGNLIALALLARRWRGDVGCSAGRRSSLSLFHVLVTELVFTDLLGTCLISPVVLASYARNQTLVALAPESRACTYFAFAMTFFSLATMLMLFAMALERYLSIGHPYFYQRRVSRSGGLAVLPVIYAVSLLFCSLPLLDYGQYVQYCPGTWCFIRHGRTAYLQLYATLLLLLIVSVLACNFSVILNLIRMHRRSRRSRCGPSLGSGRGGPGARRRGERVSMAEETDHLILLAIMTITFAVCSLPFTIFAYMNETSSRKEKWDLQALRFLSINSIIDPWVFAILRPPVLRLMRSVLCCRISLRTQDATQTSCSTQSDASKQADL
EP2 mod – EP2 receptor modulators, cAMP readout, primary screen, cell-based, HTRF cAMP, PGE2 stimulation; Prostaglandin E2 receptor EP2 subtype (Homo sapiens), P43116; EP2-expressing cells, cAMP HTRF FRET, PGE2 co-stimulation; induction, % at 25 µM; 260,000 compounds, 0.83% hits;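 active = compounds whose cAMP rise, as percent of the full-agonist control response, exceeds 60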;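 also: rat C6 glioma line stably carrying human EP2 under a CMV promoter; the protocol text gives 20 µM as final concentration; 100% = response of wells given 1 µM PGE2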
* hit, by the source's call. The list is partial; the hit share may differ from the screen's.

SMILES | EP2 mod | PGE2 EP2 inh
COCCNC(=O)c1cn(C[C@H]2CCCN(C(=O)c3cscn3)C2)nn1 | -29 | 10
O=C(OC(C(=O)NC1CCCC1)c1ccccc1F)c1cccs1 (centres undefined) | -7 | 9
CC1CCc2c(sc3ncn(CC(=O)Nc4ccc(F)cc4)c(=O)c23)C1 (centres undefined) | -9 | 15
Cc1ccc(NC(=O)N2CCCC2C(=O)NC(C)(C)C)cc1 (centres undefined) | 22 | 11
C=CCc1cccc2cc(C(=O)NNC(=O)c3ccc(OC)c(OC)c3)c(=O)oc12 | -9 | 2
COc1ccc(NC(=O)CSc2nnc(-c3cc(OC)c(OC)c(OC)c3)n2C)cc1 | 5 | 4
COc1ccc(NC(=O)N2C3CCC2CC(O)(c2cccnc2)C3)c(OC)c1 (centres undefined) | -17 | 10
COc1cc(NC(=O)Cn2nnc(-c3ccccc3F)n2)c(OC)cc1Cl | -10 | 17
Cc1ccc(C(=O)CSc2nnc3c(C)cc4cc5c(cc4n23)OCO5)cc1 | 16 | 15
CC(=O)N(Cc1ccccc1)Cc1cc2cc(C)cc(C)c2[nH]c1=O | -13 | 22
CCOc1ccccc1NC(=O)CSc1nnc2c3c(C)c(C)sc3nc(C(C)C)n12 | -6 | 4
Cc1ccc(CN(CCCn2ccnc2)Cc2cnn(C3CCCCC3)c2)s1 | -43 | 6
CCC(=O)N1CCc2cc(C(O)CN3CCCC(O)(c4ccccc4OC)C3)ccc21 (centres undefined) | -10 | 2
COc1ccc2nc(NC3=NCN(CC4CCCO4)CN3)nc(C)c2c1 (centres undefined) | -12 | 7
O=C(NC1CCCCC1)[C@H]1C=CCN1S(=O)(=O)c1ccc(F)cc1 | -41 | 16
O=c1[nH]c2ccccc2n1CCCNCCc1ccc(F)cc1 | -33 | 18
CCOc1cccc(/C(O)=C2/C(=O)C(=O)N(Cc3cccnc3)C2c2ccc(C)o2)c1 (centres undefined) | -10 | 8
COc1ccccc1N1CCN(C(=O)Cn2nc(C(F)(F)F)c3c2CCCC3)CC1 | -16 | 12
Cn1c(C(=O)OC(C(=O)NCc2ccco2)c2ccccn2)cc2sccc21 (centres undefined) | -26 | 11
CC1CC2c3ccccc3NC2C(=O)N1 (centres undefined) | -23 | 15
O=C(/C=C/c1ccccc1)Nc1ccc(S(=O)(=O)N2CCCCC2)cc1 | -40 | 13
CC(=O)C1=C(O)C(=O)N(CCc2c[nH]c3ccccc23)C1c1ccc(F)cc1 (centres undefined) | 10 | 15
CCCC(=O)Nc1ccc(NC(=O)c2ccc(OC)cc2)nc1 | -32 | 5
N#CC1=C(N)Oc2n[nH]c(-c3ccc(C4CCCCC4)cc3)c2C1c1ccc2c(c1)OCO2 (centres undefined) | -20 | 16
CS(=O)(=O)N1CC=CC1C(=O)NCCCc1ccc(F)cc1 (centres undefined) | -28 | 4

Later entries.
SMILES | EP2 mod | PGE2 EP2 inh
Cc1ccc(-n2ncc3c(SCC(=O)N4CCCCC4C)ncnc32)cc1C (centres undefined) | -31 | 7
COc1cccc(NC(=O)Cn2c(C)c(C#N)c3ccccc32)c1 | -135 | 27
CCC(C)(C)n1nnnc1C(c1cc2cc(C)c(C)cc2[nH]c1=O)N1CCCc2ccccc21 (centres undefined) | 24 | 18
COc1cc(OC)cc(C(=O)NC(=S)Nc2ccc(S(=O)(=O)Nc3nccs3)cc2)c1 | -131 | 31
Cc1cc(C)nc(SCC(=O)c2ccc(C)c(C)c2)n1 | 17 | 10
O=C(Oc1cc(OC(=O)c2ccccc2)c2c(c1)O[C@H](c1ccc(OC(=O)c3ccccc3)c(OC(=O)c3ccccc3)c1)[C@@H](OC(=O)c1ccccc1)C2)c1ccccc1 | 24 | 16
CC(C)n1c(=O)[nH]c2c(C(N)=O)nc(-c3ccc4ncccc4c3)nc21 | -11 | 4
O=C(CNC(=O)c1cccs1)OCc1ccc(Cl)cc1Cl | -44 | 6
O=C(NCc1ccco1)C1CCCN(C(=O)Nc2ccccc2)C1 (centres undefined) | 9 | 5
COc1ccc2[nH]c(=O)c(CN(CCO)Cc3nnnn3CCc3ccccc3)cc2c1 | -49 | 10
O=C(Cn1ncc2cccn2c1=O)N1CCC(Cc2ccccc2)CC1 | -3 | 5
CC(C)NC(=O)Cn1c(-c2cccs2)cc2cccnc21 | -7 | 6
OC(CN1CCC2(CC1)CC(O)c1cc(F)ccc1O2)c1ccc(Cl)cc1 (centres undefined) | -89 | 5
Cc1ccnc(SCC(=O)Nc2ccccc2F)n1 | -18 | 14
CCOC(=O)c1cccc(S(=O)(=O)N(Cc2cc3cc(C)c(C)cc3[nH]c2=O)CC2CCCO2)c1 (centres undefined) | 34 | 11
CCOc1ccc(NC(C)=O)cc1 | 2 | 9
COc1cc(C(=O)Nc2nc(C)c(C(=O)Nc3ccc4c(c3)CCC4)s2)cc(OC)c1OC | -7 | 15
COc1cccc(N2CCN(C(c3ccc(F)cc3)c3nnnn3C3CCCC3)CC2)c1 (centres undefined) | 12 | 15
COc1cc2cc(C(c3nnnn3C3CCCCC3)N3CCC(O)CC3)c(=O)[nH]c2cc1OC (centres undefined) | -1 | 13
C[C@@]12CC[C@@H]3[C@H](CCC4=CC(=O)CC[C@]43C)[C@H]1CC[C@H]2C(=O)Cn1cnc2c(=S)nc[nH]c21 | 11 | 41*
COc1ccc(C(=O)N2CCC(C(=O)NC3CCCCCC3)CC2)cc1 | 23 | 9
NC(=O)c1ncn(C2O[C@H](CO)[C@@H](O)[C@H]2O)c1N (some centres undefined) | 14 | 9
O=c1oc2ccc(Cl)cc2cc1-c1nnc(-c2cc3ccccc3cc2O)o1 | -33 | 9
Cc1ccc(N2C(=O)NC(=O)/C(=C\c3cn(CC(=O)NCc4ccco4)c4ccccc34)C2=O)cc1 | -100 | 17
CCCc1cc(=O)[nH]c(SCC(=O)Nc2nnc(CC)s2)n1 | 10 | 15

Following part
SMILES | EP2 mod | PGE2 EP2 inh
CC(NC(=O)Cc1cccc(F)c1)c1nc(-c2ccncc2)n[nH]1 (centres undefined) | -11 | 6
Cc1ccc2cc(CN(Cc3ccco3)C(=S)NC3CCCCC3)c(=O)[nH]c2c1C | 39 | 21
CC1CCN(C(=O)CSc2nc(-c3ccc(F)cc3)cc(C(F)(F)F)n2)CC1 | 14 | 11
CCn1c(CN2CCC(O)(c3ccccc3F)CC2)nc2ccccc21 | -40 | 8
Cc1ccc(-c2c(C)sc3ncn(CC(=O)N4CCCCC4)c(=O)c23)cc1C | -9 | 11
Cc1ccccc1C1(O)CCN(Cc2cn(CCC(N)=O)c3ccccc23)CC1 | -34 | 4
Cc1ccc2cc3c(N)c(C(=O)Nc4c[nH]c(=O)[nH]c4=O)sc3nc2c1 | 11 | 6
Cc1cc2cc3c(cc2n2c(SCC(=O)N4CCc5ccccc54)nnc12)OCO3 | -1 | 15
COc1ccc(NC(=O)N(Cc2cc3c(C)cc(C)cc3[nH]c2=O)CC2CCCO2)cc1 (centres undefined) | 4 | 8
COCCn1c(SCC(=O)c2ccc(F)cc2)nc2sc(C)c(C)c2c1=O | -15 | 12
COCCn1nnnc1C(c1ccc(C)cc1)N1CCC(C)CC1 (centres undefined) | -48 | 10
COc1cccc(Cn2cnc3c2c(=O)n(C)c(=O)n3C)c1 | -94 | 4
Cc1ccc(Cl)cc1NC(=O)COc1ccc(N2CC(C(N)=O)CC2=O)cc1 (centres undefined) | 4 | 15
Cc1cc(C)cc(OCC(=O)Nc2ccc(S(=O)(=O)Nc3cc(C)nc(C)n3)cc2)c1 | 9 | 7
O=S(=O)(C[C@H](O)C(Cl)(Cl)Cl)NNc1ccccc1 | 3 | 9
CCOC(=O)N1CCN(C(=O)CCc2ccc(S(=O)(=O)NC(C)C)cc2)CC1 | -5 | 14
CCNC(=S)N(Cc1ccc(OC)cc1)Cc1cc2c(C)cc(C)cc2[nH]c1=O | -3 | 12
CCn1cc(S(=O)(=O)NCC(c2ccc(F)cc2)N2CCN(C)CC2)cn1 (centres undefined) | -52 | 3
CCOc1ccc(C2Nc3ccc(C)cc3-c3cc(C)nn32)cc1 (centres undefined) | 56 | 19
Cc1ccc2cc(CN(Cc3ccco3)Cc3nnnn3C3CCCCC3)c(=O)[nH]c2c1C | 70* | 9
COc1ccc(C2C(C#N)=C(N)Oc3c2ccc(=O)c2c(C)oc(C)c32)cc1 (centres undefined) | 12 | 9
COc1ccc(CN2CCc3c(nc(N4CCCC4)[nH]c3=O)C2)c(O)c1 | -22 | 9
c1ccc2c[n+](CCCC[n+]3ccc4ccccc4c3)ccc2c1 | -5 | 43*
COc1cccc(C2(NC(=O)CCN3Cc4ccccc4C3=O)CCCC2)c1 | -51 | 8
O=C(c1ccccc1F)[C@H]1CCCN(C(=O)c2cc(-c3cccs3)[nH]n2)C1 | -60 | 6

Shown with values under each structure: three of the compounds above
Order of values – EP2 mod	PGE2 EP2 inh
- Cc1ccccc1C1(O)CCN(Cc2cn(CCC(N)=O)c3ccccc23)CC1
    -34	4
- Cc1ccc2cc3c(N)c(C(=O)Nc4c[nH]c(=O)[nH]c4=O)sc3nc2c1
    11	6
- Cc1cc2cc3c(cc2n2c(SCC(=O)N4CCc5ccccc54)nnc12)OCO3
    -1	15

Reprinted at random: 3 compounds from above.
SMILES | EP2 mod | PGE2 EP2 inh
COc1ccc(C2C(C#N)=C(N)Oc3c2ccc(=O)c2c(C)oc(C)c32)cc1 (centres undefined) | 12 | 9
CCOC(=O)N1CCN(C(=O)CCc2ccc(S(=O)(=O)NC(C)C)cc2)CC1 | -5 | 14
COCCn1nnnc1C(c1ccc(C)cc1)N1CCC(C)CC1 (centres undefined) | -48 | 10

Continuation.
SMILES | EP2 mod | PGE2 EP2 inh
COc1nc2c(c(=O)n(C)c(=O)n2C)n1Cc1ccc(C#N)cc1 | -14 | 7
Cc1sc2ncnc(SCC(=O)Nc3nc(-c4ccccc4)cs3)c2c1C | -11 | 19
CCC(=O)Nc1ccccc1C(=O)OCC(=O)Nc1nc2ccccc2s1 | -56 | 9
C=CCn1c(NC2CCCCC2)nc2c1c(=O)n(C)c(=O)n2C | 2 | 5
C=CCOc1ccccc1NC(=O)c1ccc2c(c1)nnn2C1CCCCC1 | -40 | 2
CCn1cncc1CN(Cc1ccc(OC)cc1OC)CC1CCCO1 (centres undefined) | 30 | 9
CCN1/C(=C2/SC(=S)N(NC(C)=O)C2=O)Sc2ccccc21 | 20 | 14
CN(C(=O)C12CC3CC(CC(C3)C1)C2)c1nnc(-c2ccc(Cl)cc2)s1 | -1 | 7
CC(=O)c1cnc2cc(C(=O)NC3(c4ccccc4F)CCCC3)nn2c1C | -16 | 10
CC1(C)CC[C@]2(C(=O)O)CC[C@]3(C)C(=CCC4[C@@]5(C)CC[C@@H](O)C(C)(C)C5CC[C@]43C)C2C1 (some centres undefined) | 15 | 12
CCC(C)NC(=O)c1cc2n(n1)C(C(F)(F)F)CC(c1ccco1)N2 (centres undefined) | 4 | 10
O=c1[nH]c(CNCc2ccccc2)nc2sc3c(c12)CCCC3 | -56 | 13
C/C(N[O-])=C(\C)[N+]([O-])=[Rh][Cl].CC(=N\[O-])/C(C)=N/[O-].NC(N)=[SH+] | 26 | 49*
CCc1[nH]n2c(=O)c(C)c(C)nc2c1-c1ccccc1 | 10 | 2
CC(=O)Nc1ccc(C(=O)CSc2nc(C)nc3sc4c(c23)CCC(C)C4)cc1 (centres undefined) | 1 | 15
CCOc1ccc(C2C(C#N)=C(N)Oc3n[nH]c(C)c32)cc1OC (centres undefined) | -2 | 8
COc1ccccc1NC(=O)CSc1nnc(Cc2ccccc2)n1C | -29 | 6
COc1ccc(C(=O)Nc2cccc(-c3nc4cc(Cl)ccc4o3)c2)cc1OC | -111 | 5
Cc1cccc2cc(CN(Cc3ccc4c(c3)OCO4)S(=O)(=O)c3ccccc3Cl)c(=O)[nH]c12 | -36 | 10
CS(=O)(=O)N1CCSC1c1ccc(Cl)cc1Cl (centres undefined) | -4 | 7
CCOc1ccc2[nH]c(=O)c(CN(Cc3ccccc3)Cc3nnnn3Cc3ccco3)cc2c1 | 27 | 7
O=C1C2=C(Nc3cc([N+](=O)[O-])ccc3N2)O[C@@H]1c1c[nH]c2ccc(COc3ccccc3)cc12 | 9 | 60*
Cn1c(=O)c2c(ncn2CCSS(=O)(=O)O)n(C)c1=O | 61* | 6
C1CCC(CNCCN2CCOCC2)CC1 | -26 | 12
Cc1ccc2c(c1)-c1cc(C)nn1C(c1ccsc1)N2 (centres undefined) | 36 | 7

The results go on:
SMILES | EP2 mod | PGE2 EP2 inh
CCNC(=S)N(CCCN1CCOCC1)Cc1cc2ccc(C)c(C)c2[nH]c1=O | 6 | 9
Cn1c(=O)[nH]c(=O)c2c1nc(NCc1ccccc1)n2Cc1cccc2ccccc12 | -6 | 8
N#Cc1cc2cc3c(cc2nc1SCC(=O)N1CC(=O)Nc2ccccc21)OCCO3 | -19 | 12
COc1ccc(C2NC(=S)NC(C)=C2C(=O)Nc2cccc(Cl)c2)c(OC)c1 (centres undefined) | -20 | 12

Copied from the list.
Under PGE2 EP2 inh, Cc1cc(C)nc(SCC(=O)c2ccc(C)c(C)c2)n1 shows 10
Under PGE2 EP2 inh, CS(=O)(=O)N1CC=CC1C(=O)NCCCc1ccc(F)cc1 (centres undefined) shows 4
Under PGE2 EP2 inh, O=c1[nH]c2ccccc2n1CCCNCCc1ccc(F)cc1 shows 18
Under PGE2 EP2 inh, Cc1ccccc1C1(O)CCN(Cc2cn(CCC(N)=O)c3ccccc23)CC1 shows 4
Under EP2 mod, Cc1ccc(N2C(=O)NC(=O)/C(=C\c3cn(CC(=O)NCc4ccco4)c4ccccc34)C2=O)cc1 shows -100

EP2 mod, entries above that show a hit.
SMILES | EP2 mod
Cc1ccc2cc(CN(Cc3ccco3)Cc3nnnn3C3CCCCC3)c(=O)[nH]c2c1C | 70*
Cn1c(=O)c2c(ncn2CCSS(=O)(=O)O)n(C)c1=O | 61*
